# FBPA Giardia inh – inhibitors of Giardia lamblia fructose-1,6-bisphosphate aldolase | A8B2U2 | purified Giardia FBPA | Potency, µM (series often up to 59.6 µM), for inactives: at the highest dose activity, negative = inhibition, hits mostly inhibitors | 290,000 compounds, 0.71% hits | AID 2451; also: potency is read from the fitted curve at half-maximal effect; nearly all actives have a fitted effect of over 55% in size
# Target sequence (A8B2U2 whole entry, looked up): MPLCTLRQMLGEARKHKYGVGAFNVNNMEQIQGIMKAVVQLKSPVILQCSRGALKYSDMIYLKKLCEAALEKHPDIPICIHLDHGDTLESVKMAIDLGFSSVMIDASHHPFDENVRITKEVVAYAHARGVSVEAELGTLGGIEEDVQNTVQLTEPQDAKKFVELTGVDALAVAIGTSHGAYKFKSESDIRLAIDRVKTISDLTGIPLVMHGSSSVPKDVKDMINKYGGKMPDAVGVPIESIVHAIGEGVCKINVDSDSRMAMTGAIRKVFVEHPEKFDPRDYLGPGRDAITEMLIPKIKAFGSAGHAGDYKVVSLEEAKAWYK
#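 Giardia FBPA (40 nM reagent) was preincubated 10 min at RT with compound (up to 57.5 uM final), then substrate plus GAPDH/TPI/NAD/arsenate coupling system with diaphorase/resazurin was added; resorufin fluorescence (525/598 nm) was read after 20 min.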
# HCMV antiviral – human cytomegalovirus inhibition | activity change, negative = inhibition, % at 57.5 µM | AID 1259415 | HFF cells, HCMV-luciferase reporter, 72 h; stronger effect = lower value | 410,000 compounds, 4.5% hits; in the data active = activity change below about -60%; inconclusive = no clear call, values can overlap the other calls; inactive = above about -39%
#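 Luciferase read-out from HCMV-luciferase-infected HFFs (MOI 1 PFU/cell) 72 h post infection at 37C; compounds added after 16 h cell attachment; activity normalized between buffer-only basal and Salinomycin (10uM) inhibitor controls.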
# AMA1 RON2 block – disrupts binding of P. falciparum AMA1 to RON2. AlphaScreen AMA1-biotinylated RON2 peptide binding. Potency, µM (top dose mostly 58.2 µM), without a hit: at the highest dose activity change, negative = inhibition, hits mostly inhibitors. 360,000 compounds, 0.2% hits;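 also: potency is read from the fitted curve at half-maximal effect; 0% = vehicle wells and -100% = peptide control; nearly all actives have a fitted effect of over 45% in size; some results filed as inactive show a strong effect at the top dose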
#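 AMA1 (3D7) with his tag at 25 nM final met compounds first, then biotinylated RON2 peptide at 25 nM; detection used donor plus acceptor beads, 10 µg/mL apiece, read by AlphaScreen after 30 min at room temperature.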
# HCV inh – HCV inhibition; Huh7.5.1 HCVcc-Cre infection, luciferase reporter, 44 h; Potency, µM (top dose mostly 41.8 µM), for the others: top-dose activity change, negative = inhibition, usual class: inhibitors; 340,000 compounds, 3.4% hits; AID 651820; also: potency is read from the fitted curve at half-maximal effect
#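 Compounds are dispensed onto cells plated 4 h earlier at 1,000 per well, with HCVcc-Cre virus (about 0.5 moi) added next. Following 44 h of culture, luminescent signal is measured for 15 sec after 15 min with substrate at room temperature.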
# AmpC inh detg – inhibitors of E. coli AmpC beta-lactamase with detergent. Potency, µM (highest dose often 114 µM), without a hit: top-dose activity change, negative = inhibition, actives largely listed as inhibitors. P00811. AID 485294. 370,000 compounds, 0.041% hits. AmpC hydrolysis of nitrocefin, absorbance 480 nm, 0.01% Triton;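 also: potency is read from the fitted curve at half-maximal effect; 0% = no-compound wells and -100% = no-enzyme wells; nearly all actives have a fitted effect of over 25% in size; some results filed as inactive show a strong effect at the top dose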
# Target sequence (P00811 whole entry, looked up): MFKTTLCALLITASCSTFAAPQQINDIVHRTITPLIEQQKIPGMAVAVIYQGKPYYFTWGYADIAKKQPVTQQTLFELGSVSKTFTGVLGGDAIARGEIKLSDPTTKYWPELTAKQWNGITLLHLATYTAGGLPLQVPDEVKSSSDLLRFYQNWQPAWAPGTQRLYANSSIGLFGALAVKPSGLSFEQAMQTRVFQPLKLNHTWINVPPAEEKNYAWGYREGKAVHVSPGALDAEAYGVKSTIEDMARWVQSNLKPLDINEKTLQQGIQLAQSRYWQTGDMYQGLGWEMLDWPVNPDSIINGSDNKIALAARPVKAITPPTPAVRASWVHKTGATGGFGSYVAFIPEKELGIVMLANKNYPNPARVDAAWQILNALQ
#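 AmpC (5.3 nM in the dispensed reagent) in 20 mM phosphate pH 7.0 with 0.01% (detergent screen) or 0.0001% Triton X-100 was preincubated with compounds for 15 min at room temperature. Nitrocefin was then added from an 800 uM solution, and hydrolysis was followed at 480 nm.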
# Sm TGR block – S. mansoni TGR enzyme inhibition | Q962Y6 | purified TGR, DTNB reduction, TNB absorbance 405 nm | Potency, µM (series often up to 114 µM), inactives show top-dose activity change, negative = inhibition, usual class: inhibitors | 360,000 compounds, 3% hits | AID 485364; also: potency is read from the fitted curve at half-maximal effect; nearly all actives have a fitted effect of over 60% in size
#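 Kinetic colorimetric format: TGR-catalysed, NADPH-driven DTNB reduction monitored via TNB absorbance. Enzyme dispensed at 20 nM; compound exposure 15 min at room temperature before reaction start.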
# * marks the source's active call; other numbers are inactive results; u = inconclusive; x = not tested or not shown; & = joins results of further samples; [ ] = another dose, or the depositor's remark. Unless noted, calls follow the shape of the dose curve; as a rule, active = well fitted curve in the direction sought with a large enough effect; inconclusive = small, poorly fitted or top-dose-only effect, or another doubt; inactive = no such curve, though single readings can be large; an effect the other way counts as inactive or inconclusive. Unless noted, % is scaled to controls: 0 for no effect and ±100 for the full control effect.
SMILES,FBPA Giardia inh,HCMV antiviral,AMA1 RON2 block,HCV inh,AmpC inh detg,Sm TGR block
CCCn1nc(NC(=O)COC)c2cc3cccc(C)c3nc21,6.0%,-12.8,48.7%[activator],11.2µM*,4.9%,5.1%
CC(C)C(=O)NC(=S)Nc1ccccc1C(F)(F)F,-7.7%,11.4,-10.6%,-4.2%,-0.3%,0.0%
CCn1c(=O)n(CC(=O)Nc2cc(OC)c(OC)c(OC)c2)c(=O)c2ccccc21,-2.1%,17.6,0.0%,9.9%,-0.1%,-12.2%
COc1cccc(N(C(=O)c2csnn2)C(C(=O)NC2CCCC2)c2ccccc2)c1 (configuration not stated),x,u,7.1%,u,2.1%,6.7%
Cc1ccccc1Cn1nc(C)c(NC(=O)/C=C/c2cnn(C)c2C)c1C,-0.4%,-22.4,-9.7%,-3.2%,-4.4%,-9.7%
CN(Cc1cccnc1)Cc1cn(C)nc1-c1ccc(Oc2ccccc2)cc1,0.8%,41.1,8.5%,-6.4%,4.8%,-10.1%
Nc1nc(CN2CCCCC2)cs1,-9.5%,-24.1,13.4%,-0.3%,0.8%,-0.1%
O=C(O)C1C2CCC(C2)C1C(=O)NCCC1=CCCCC1 (configuration not stated),4.7%,13.2,-5.5%,23.8%,-2.4%,4.2%
Cc1cc(NC(=O)Cc2ccsc2)ccc1Br,-3.2%,-31.4,0.9%,u,u,-33.4%
CC(C)C[C@H](N)c1nnc(SCc2ccc(Cl)cc2)o1,0.3%,36.8,6.7%,-3.9%,2.1%,6.3%
Cc1c2n(c3ccccc13)CCN(C)C2,x,8.9,-14.7%,7.0%,0.8%,-1.9%
CC1CCN(S(=O)(=O)N2CCC(C(=O)NCc3cccnc3)CC2)CC1,6.2%,0.0,7.2%,3.8%,2.9%,-3.7%
COc1ccc(CCNC(=O)CN(c2ccccc2OC)S(C)(=O)=O)cc1OC,4.2%,33.2,-4.0%,5.0%,u,-0.1%
Cc1ccc(CNC(=O)CSc2nnc(C)c3c(C)n(-c4ccccc4)nc23)cc1,x,-28.5,x,x,1.4%,-2.5%
Cc1ccc(S(=O)(=O)NCC(=O)OC(C)C(=O)NC2CCCCC2C)cc1C (configuration not stated),x,-11.3,-26.6%,11.3%,4.1%,0.6%
COc1cc(-c2nnc(CSc3nnc4nc(C)cc(C)n34)o2)cc(OC)c1OC,6.3%,45.8,-0.4%,-21.5%,9.8%,3.1%
CC(c1ccccc1)n1cncc1C(=O)N1CCCC1=O (configuration not stated),-12.5%,-8.9,-8.2%,10.0%,-12.4%,-25.3%
OCC#Cc1cnc2ccccc2c1,3.7%,-36.6,3.4%,4.1%,-5.2%,-2.0%
O=C(CSc1nnnn1-c1ccccc1)c1ccco1,-3.0%,24.7,4.3%,-4.3%,-10.8%,u
COC(=O)C(COC(=O)c1c(F)cccc1F)NC(=O)c1c(F)cccc1F (configuration not stated),7.2%,-4.3,-8.2%,3.6%,0.4%,9.2%

# Results in HCV inh, Sm TGR block and AMA1 RON2 block, for some of the entries so far:
molecule,HCV inh,Sm TGR block,AMA1 RON2 block
OCC#Cc1cnc2ccccc2c1,4.1%,-2.0%,3.4%
O=C(CSc1nnnn1-c1ccccc1)c1ccco1,-4.3%,u,4.3%

# More entries:
SMILES,FBPA Giardia inh,HCMV antiviral,AMA1 RON2 block,HCV inh,AmpC inh detg,Sm TGR block
COc1cc(NC(=O)c2cnn3c(C)cc(C)nc23)c(OC)cc1Cl,4.2%,-0.1,-10.5%,u,3.7%,-15.9%
CC(C)Cn1cc(C(=O)NCCCN2CCCC2=O)c2c3ccccc3n(C)c2c1=O,-8.7%,98.5,9.3%,-10.7%,-13.2%,-1.5%
O=C(c1n[nH]c(=O)c2ccccc12)N1CCN(C2c3ccccc3-c3ccccc32)CC1,-0.3%,-35.6,-16.0%,u,-3.2%,-10.0%
Cc1ccccc1-c1nnn(CC(=O)c2ccc(S(=O)(=O)N3CCCC3)cc2)n1,-3.5%,-14.2,-19.8%,u,u,-1.2%
COc1cc(NC(=O)CN2CCN(Cc3ccc4c(c3)OCO4)CC2)cc(OC)c1,u,-8.4,-17.8%,u,u,-23.7%
Cc1cc(-c2c(C(=O)N3CCOCC3)c(C)nn2-c2ccccc2)no1,2.5%,142.0,28.0%,22.8%,10.8%,26.8%
COc1ccc(-c2nnc(NC(=O)CS(=O)(=O)c3ccc(F)cc3)o2)cc1,x,-23.4,60.3%[activator],-6.8%,u,-12.7%
CN(C)c1ccc(-c2nc3ccccn3c2Nc2ccc3c(c2)OCCO3)cc1,x,-95.9*,x,x,u,-7.1%
CC(Sc1nnnn1C)C(=O)Nc1ccccc1-c1ccccc1 (configuration not stated),1.2%,u,-1.9%,5.3%,2.9%,-17.9%
O=C(Cn1c(=O)oc2ccccc21)c1ccccc1,-1.0%,-22.9,11.9%,8.8%,u,6.1%
O=C1C=CC(=C(c2ccc(O)cc2)c2ccc(O)cc2)C=C1,15.1%,-100.1*,-7.9%,10µM*,-3.8%,0.1%
Cc1nnc(NC(=O)c2ccc(S(=O)(=O)N3CCc4ccccc4C3)cc2)o1,17.7µM*,-39.3,85.6%[activator],9.1%,u,10.6%
COc1cccc(C2c3[nH]c4ccccc4c3C[C@H]3C(=O)N(CCCCCO)CC(=O)N23)c1 (some centres not stated),4.3%,85.3,0.0%,-13.0%,0.2%,3.7%
Cc1ccc(S(=O)(=O)/N=C(/Nc2ccc(O)c(C(=O)O)c2)c2ccccc2)cc1,x,35.1,-5.8%,2.2%,-4.7%,-24.1%
Cc1ccc(C(=O)COC(=O)c2nc3nccc(C)n3n2)c(C)c1,x,-9.5,23.4%,0.5%,0.6%,-15.8%
COc1ccc(NC2c3ccccc3C(=O)N2c2cccnc2)cc1Cl (configuration not stated),7.4%,52.8,-9.0%,-0.4%,u,-4.7%
COc1ccccc1NC(=O)COC(=O)c1ccc2ccccc2n1,x,40.8,-7.6%,18.9%,x,x
Cc1cc(NC(=O)c2sccc2C)n(-c2cccc(Cl)c2)n1,7.3%,19.5,0.0%,-1.4%,-8.3%,-6.8%
CCC(C(=O)N1CCCC1)n1nc(C)c2c(C)n(-c3ccccc3)nc2c1=O (configuration not stated),5.8%,-31.9,0.0%,8.6%,-0.7%,5.6%
CN(C)CCCNC(=O)c1cc(C(=O)c2ccccc2F)c[nH]1,8.0%,23.9,-8.1%,3.7%,-8.3%,-16.2%
COc1ccc(C(=O)NNC(=O)c2ccccn2)cc1,-6.7%,-83.6*,26.9%,0.1%,-3.7%,1.4%
CCCc1cc(=O)[nH]c(SCc2cc(Cl)ccc2OC(F)F)n1,-5.8%,-17.8,8.5%,1.1%,-12.5%,-26.7%
O=C(c1c(O)c2ccccc2oc1=O)C1CCCCC1,4.6%,-2.2,-4.6%,-4.6%,u,-22.4%
CCOC(=O)c1cc(-c2ccccc2)sc1NC(=O)c1ccc(OC)cc1,5.4%,x,-2.7%,-5.7%,-0.5%,31.6%
Cc1cc(C)c2sc(N(CCCN(C)C)C(=O)c3ccc(S(=O)(=O)N4CCCc5ccccc54)cc3)nc2c1,x,-60.6*,u,u,0.0%,4.6%
COc1ccccc1C1c2c(-c3ccc(Cl)cc3)n[nH]c2C(=O)N1c1ccc(C)cc1 (configuration not stated),x,-105.0*,x,x,8.8%,1.5%
CC1=C(C(=O)NCc2ccc(Cl)cc2)C2(CCCCCC2)OC1=O,x,0.0,x,x,-8.3%,-15.9%
O=C(COC(=O)c1cc([N+](=O)[O-])ccc1N1CCOCC1)Nc1ncc(Cl)cc1Cl,x,15.8,-17.7%,u,-12.1%,-9.3%
COc1cc(C(C(=O)NC2CCCC2)N(Cc2ccccc2)C(=O)c2snc(C(N)=O)c2N)ccc1O (configuration not stated),-3.8%,-99.2*,22.6%,1.8%,0.8%,-29.3%
O=C(COC(=O)C1=COCCO1)Nc1cc(Cl)c(Cl)cc1Cl,x,-6.4,-5.5%[11.6 µM],13.2%,x,x

# One compound at a time (already shown). Screens in order: FBPA Giardia inh, HCMV antiviral, AMA1 RON2 block, HCV inh, AmpC inh detg, Sm TGR block
# COc1cc(C(C(=O)NC2CCCC2)N(Cc2ccccc2)C(=O)c2snc(C(N)=O)c2N)ccc1O (configuration not stated) is listed with -3.8%, -99.2*, 22.6%, 1.8%, 0.8%, -29.3%
# CCOC(=O)c1cc(-c2ccccc2)sc1NC(=O)c1ccc(OC)cc1 is listed with 5.4%, x, -2.7%, -5.7%, -0.5%, 31.6%
# O=C(COC(=O)C1=COCCO1)Nc1cc(Cl)c(Cl)cc1Cl is listed with x, -6.4, -5.5%[11.6 µM], 13.2%, x, x
# Cc1cc(C)c2sc(N(CCCN(C)C)C(=O)c3ccc(S(=O)(=O)N4CCCc5ccccc54)cc3)nc2c1 is listed with x, -60.6*, u, u, 0.0%, 4.6%

# The list goes on:
SMILES,FBPA Giardia inh,HCMV antiviral,AMA1 RON2 block,HCV inh,AmpC inh detg,Sm TGR block
Cc1ccc2cc(CCNC(=O)C(C)C)c(=O)[nH]c2c1C,0.3%,70.4,-1.9%,1.4%,-0.1%,4.7%
CCOc1cccc2cc(-c3nc4sc5c(c4c(=O)[nH]3)CCC(C(C)(C)C)C5)c(=O)oc12 (configuration not stated),x,-33.3,x,x,19.1%,0.1%
O=C(/C=C/c1ccco1)Nc1ccc(S(=O)(=O)N2CCOCC2)cc1,-0.4%,-18.3,-1.9%,3.55µM*,2.4%,u
O=C(Nc1ccc(NC(=O)c2cc3ccccc3o2)cc1)c1ccc2c(c1)OCCO2,-0.4%,u,-3.9%,u,0.4%,20.1%
CCOc1ccccc1/C=C(\C#N)C(=O)Nc1cccc(C(=O)O)c1,7.2%,0.0,21.9%,18.2%,u,2.8%
O=C(NCc1cccc(Cl)c1)c1ccc(N2CC3CC(C2)c2cccc(=O)n2C3)c(NC(=O)c2cccnc2)c1 (configuration not stated),u,0.0,-10.0%,0.8%,-8.8%,-9.0%
CCOC(=O)CSc1nnc2c3ccccc3n(C)c2n1,11.1%,-16.8,-10.1%,12.0%,-11.3%,-2.3%
CN(CC(=O)NCc1cccnc1)S(=O)(=O)c1cc(Cl)ccc1Cl,x,-21.9,-19.6%,-1.4%,u,-1.2%
CC1=C(C(=O)Nc2ccccc2)C(c2cccn2C)n2ncnc2N1 (configuration not stated),x,21.2,x,x,16.8%,-2.0%
O=C(c1cccc(C(=O)N2CCN(c3ccccc3F)CC2)n1)N1CCN(c2ccccc2F)CC1,0.4%,6.3,0.0%,-1.4%&-22.2%,-14.7%,-2.6%
C=CCN(CC=C)C(=S)NC(=O)c1ccc(-c2ccccc2)cc1,29.9%,-30.8,4.7%,u,-5.5%,-4.8%
O=C(CCc1nc2ccccc2c(=O)[nH]1)OCC(=O)c1cccc(Cl)c1,1.8%,16.3,-5.0%,7.3%,-0.6%,-1.4%
CN(C(=O)C(Cl)Cl)C1CC2C=CC1C2 (configuration not stated),4.0%,35.7,-2.5%,u,-2.3%,13.0%
COc1ccc(NC(=O)CSc2nnc(-c3ccccn3)n2Cc2ccco2)cc1OC,-0.6%,-28.8,-2.6%,-0.1%,2.0%,-3.5%
COc1ccc(C2C(=O)N(C3CCCCC3)CC(=O)N2Cc2ccccc2Cl)cc1OC (configuration not stated),x,-0.2,x,x,-10.5%,-6.5%
